Screening data from PubChem BioAssay.
mcGAS lum – mouse cGAS inhibition by luminescence; 160,000 tested, 0.15% active; recombinant cGAS, Kinase-Glo ATP depletion luminescence; inhibition, % at 12.5 µM;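 note: 0% = negative control wells and 100% = reference inhibitor with no enzyme activity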
NPYLR7 agonist – mosquito NPYLR7 agonism; HEK293T NPYLR7/Galpha15, GCaMP6s calcium fluorescence; 270,000 tested, 0.15% active; AID 1259423; activation, % at 10 µM; in the data active = activation above about 40%;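 note: 0% = vehicle and 100% = reference agonist at the receptor; some compounds past the cut are filed as inactive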
hcGAS inh – inhibitors of human cGAS. inhibition, % at 12.5 µM. recombinant h-cGAS, ATP depletion, Kinase-Glo luminescence. AID 1259398. Q8N884. 290,000 tested, 0.081% active;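 note: 0% = vehicle reaction and 100% = reaction without DNA for no activity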
Target sequence (Q8N884 whole entry, looked up): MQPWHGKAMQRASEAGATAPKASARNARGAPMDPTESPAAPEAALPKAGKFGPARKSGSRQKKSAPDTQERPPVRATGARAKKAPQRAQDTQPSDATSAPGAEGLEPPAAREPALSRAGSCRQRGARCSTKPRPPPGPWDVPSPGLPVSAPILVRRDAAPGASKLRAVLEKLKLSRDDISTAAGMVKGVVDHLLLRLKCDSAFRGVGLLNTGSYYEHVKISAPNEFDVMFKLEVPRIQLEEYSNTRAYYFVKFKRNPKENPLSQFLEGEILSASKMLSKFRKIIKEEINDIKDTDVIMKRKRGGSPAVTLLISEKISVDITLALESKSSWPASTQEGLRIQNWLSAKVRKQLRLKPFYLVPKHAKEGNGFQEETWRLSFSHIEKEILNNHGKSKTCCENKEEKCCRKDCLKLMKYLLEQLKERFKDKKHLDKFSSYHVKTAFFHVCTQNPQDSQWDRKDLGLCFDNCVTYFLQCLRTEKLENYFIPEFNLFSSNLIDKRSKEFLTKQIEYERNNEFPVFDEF
Active calls of the source: *; / = no result given; & = joins results of further samples. Cut-off read from the data, not from the text of the source, unless noted: active = inhibition above about 40%; inactive = the rest.

Structure	mcGAS lum	NPYLR7 agonist	hcGAS inh
CCOc1ccc(CN(Cc2cccc(C(F)(F)F)c2)Cc2nc(C(=O)NCc3ccco3)co2)cc1	14	19	0
CN(Cc1ccccc1Cl)S(=O)(=O)c1ccc2c(c1)OCCCO2	-6	0	-4
CCc1ccc2nc(N3CCN(C(=O)C4CCCN4S(C)(=O)=O)CC3)sc2c1 (stereo not given)	/	2	-1
CCCCN(CC)C(=O)Cn1nc(CC)n2c(cc3occc32)c1=O	-4	5	-9
N#CC(C(=O)C1CC2CCC1C2)c1nc2ccccc2[nH]1 (stereo not given)	-12	0	-1
CCN1CCN(c2ncnc3sc4c(c23)CCC(C)C4)CC1 (stereo not given)	/	0	-7
CCOC(=O)C=c1sc(=Cc2ccc(OC(F)F)cc2)c(=O)n1CC(=O)OC	-6	0	-7
COc1ccc(C(=O)Nc2cccc(C3SCC(=O)N3c3cc(C)ccc3F)c2)cc1 (stereo not given)	-10	-4	-4
Cc1cnc(SCCN2CCOCC2)nc1C1CCCN(C(=O)Cc2c(F)ccc(F)c2F)C1 (stereo not given)	-9	16	-5
C=CCCC(O)CN(Cc1c(C)nn(-c2ccccc2)c1Oc1cccc(OC)c1)CC(C)C (stereo not given)	-3	-5	0
c1ccc2sc(-c3nccn3CCCn3ccnc3)cc2c1	-7	6	1
CS(=O)(=O)NC(=O)c1ncoc1-c1ccccc1Cl	/	-26	-9
CN(C)C(=O)C1CCN(CN2C(=O)C(=O)c3cc4c(cc32)OCCO4)CC1	-4	-1	-1
COCCN1CCN(C(=O)c2sc3ncnc(NCCc4ccccc4OC)c3c2C)CC1	-13	3	-7
CNC(=O)c1cc2cc(Br)ccc2oc1=N	-6	4	-3
Cc1cc(NC(=O)C2(C)CCN2C(=O)Cc2ccc(C(C)(C)C)cc2)sn1 (stereo not given)	/	5	-7
CCCc1nc(C)c2c(=O)[nH]c(-c3cc(S(=O)(=O)N4CCN(CC)CC4)ccc3OCC)nn12	/	-1	-4&-3
O=C(Cc1ccccc1F)Nc1ccccc1Cl	/	3	-6
c1nc(NCCN2CCOCC2)c2nc3n(c2n1)CCCCC3	/	6	2
CC(NC1CCCC1)c1ccco1 (stereo not given)	/	13	-3
Cc1cc(C)c(C(=O)N2CCN(C)C(C(=O)O)C2)c(=O)[nH]1 (stereo not given)	-20	1	-5
CC(C(=O)N(C)C)N(C#N)c1nc(Cl)nc(N(C)C)n1 (stereo not given)	/	-2	-12
CCOC(=O)C1(Cc2ccccc2F)CCCN(C(=O)c2coc3c2C(=O)CCC3)C1 (stereo not given)	/	6	-6
CCNC(=O)NC(=O)C(C)Sc1nc(C)nc2sc(C)c(C)c12 (stereo not given)	/	3	-5
CCOC(=O)c1ccccc1-n1c(=O)c2ccccc2n(Cc2nc(-c3ccc(C)cc3)no2)c1=O	-1	10	-1
CC(=O)c1ccccc1C(=O)N(C)CCN1CCCC1	/	-7	11
CCCCN(C)c1c(C)nc2ccc(C(=O)NCCCN3CCCC3=O)cn12	-3	-7	-9
CCCn1nccc1C(=O)N1CCC(O)(c2ccc3nc(C)ccc3c2)CC1	/	6	-6
CCn1c(C2CCN(C(=O)NC(C)(C)CC(C)(C)C)CC2)nn(C)c1=O	-18	3	-6
O=C(CN1CCN(Cc2ccco2)CC1)Nc1ccc(CN2CCOCC2)cc1	-6	-1	-4
CCc1ccc(N2CC(C)Cn3c2nc2c3c(=O)[nH]c(=O)n2C)cc1 (stereo not given)	/	8	-12
COc1ccccc1NC(=O)CCCSc1ccc(NC(=O)C2CC2)nn1	-10	0	-5
CC(C)(C)c1nnnn1CCc1ccccc1Cl	/	12	-11
CN(Cc1ccccc1)C(=O)CCC1CCN(S(=O)(=O)N(C)C)CC1	/	10	-7
O=C(NC1CCCCC1)N1CCCC(CN2CCCC2)CC1 (stereo not given)	-4	/	-9
CC(C)CCN1CCN(Cc2ccc3nsnc3c2)CC1CCO (stereo not given)	-7	-7&-1	1&-9
COC(=O)c1sc(-c2ccccc2Cl)cc1NC(=O)c1ccn(C)c(=O)c1	/	5	-7
O=C(Cc1ccccc1)N(CCCn1ccnc1)c1nc2c(F)cccc2s1	-7	-15	-5
O=C(Cn1cnc([N+](=O)[O-])n1)N1CCCCC1	-3	-2	0
N=C1/C(=C/c2ccc3c(c2)OCO3)C(=O)N=C2SC(c3cccs3)=NN12	/	1	7
O=C(Nc1ccon1)c1csc2nc(-c3ccc(F)cc3)cn12	/	2	-4
Cn1cc(C#N)c(=O)n(Cc2cc(-c3ccc(Cl)cc3)no2)c1=O	/	1	4
O=C(Nc1cccc(-c2cc3ccccc3[nH]2)c1)C1CCN(C(=O)C2CCOCC2)CC1	/	3	-5
CSCC(=O)N1C[C@H](O)[C@@H](N2CCC(c3nc(C(C)C)no3)CC2)C1	-7	/	-13
CC(C)[C@@H]1CN(C(=O)CCn2cncn2)C[C@H]1N(C)C	6	/	6
CCN(CC)CCCC(C)NC(=O)c1ccc(-c2cc(-c3cccc4c3OCCO4)[nH]n2)cc1 (stereo not given)	-6	25	-6
COCC(=O)Nc1ccc(N2CCN(S(=O)(=O)c3cccs3)CC2)nc1	-3	8	-3
COc1ccc(N(C)S(=O)(=O)c2ccsc2-c2nc(-c3ccncc3)no2)cc1Cl	-8	/	-4
COc1ccc(CN(C(C)C)S(=O)(=O)c2ccccc2)cc1OS(C)(=O)=O	-6	-5	-5
CS(=O)(=O)N(C[C@H]1O[C@@H](CC(=O)NC2CC2)[C@H](O)[C@@H]1O)C[C@H]1O[C@@H](CC(=O)NC2CC2)[C@H](O)[C@@H]1O	-5	-9	-3

A section from further up:
Structure	mcGAS lum	NPYLR7 agonist	hcGAS inh
CN(Cc1ccccc1)C(=O)CCC1CCN(S(=O)(=O)N(C)C)CC1	/	10	-7
O=C(NC1CCCCC1)N1CCCC(CN2CCCC2)CC1 (stereo not given)	-4	/	-9
CC(C)CCN1CCN(Cc2ccc3nsnc3c2)CC1CCO (stereo not given)	-7	-7&-1	1&-9
COC(=O)c1sc(-c2ccccc2Cl)cc1NC(=O)c1ccn(C)c(=O)c1	/	5	-7
O=C(Cc1ccccc1)N(CCCn1ccnc1)c1nc2c(F)cccc2s1	-7	-15	-5
O=C(Cn1cnc([N+](=O)[O-])n1)N1CCCCC1	-3	-2	0
N=C1/C(=C/c2ccc3c(c2)OCO3)C(=O)N=C2SC(c3cccs3)=NN12	/	1	7
O=C(Nc1ccon1)c1csc2nc(-c3ccc(F)cc3)cn12	/	2	-4
Cn1cc(C#N)c(=O)n(Cc2cc(-c3ccc(Cl)cc3)no2)c1=O	/	1	4
O=C(Nc1cccc(-c2cc3ccccc3[nH]2)c1)C1CCN(C(=O)C2CCOCC2)CC1	/	3	-5
CSCC(=O)N1C[C@H](O)[C@@H](N2CCC(c3nc(C(C)C)no3)CC2)C1	-7	/	-13
CC(C)[C@@H]1CN(C(=O)CCn2cncn2)C[C@H]1N(C)C	6	/	6
CCN(CC)CCCC(C)NC(=O)c1ccc(-c2cc(-c3cccc4c3OCCO4)[nH]n2)cc1 (stereo not given)	-6	25	-6
COCC(=O)Nc1ccc(N2CCN(S(=O)(=O)c3cccs3)CC2)nc1	-3	8	-3
COc1ccc(N(C)S(=O)(=O)c2ccsc2-c2nc(-c3ccncc3)no2)cc1Cl	-8	/	-4
COc1ccc(CN(C(C)C)S(=O)(=O)c2ccccc2)cc1OS(C)(=O)=O	-6	-5	-5
CS(=O)(=O)N(C[C@H]1O[C@@H](CC(=O)NC2CC2)[C@H](O)[C@@H]1O)C[C@H]1O[C@@H](CC(=O)NC2CC2)[C@H](O)[C@@H]1O	-5	-9	-3

Next part:
Structure	mcGAS lum	NPYLR7 agonist	hcGAS inh
CC(C(=O)Nc1ccc2c(c1)OCCO2)N1CCN(c2ccccc2)CC1 (stereo not given)	-1	-16	4
Cc1cc(C)cc(Oc2cc(C)nc(SCc3c(F)cccc3F)n2)c1	-6	22	-7
CC(C)c1cc(C(=O)N2CC(=O)N(Cc3cccnc3)CC(OCc3ccccc3)C2)n[nH]1 (stereo not given)	-7	17	-12
C=CCN(C(=O)Nc1ccc2c(c1)nnn2C)c1ccccc1	/	18	-10
CCC(=O)N1CCC1(C)C(=O)NCc1ccc(Cl)cc1 (stereo not given)	-6	4	-8
CCN(CC)S(=O)(=O)c1cc(NC(=O)c2ccc3c(c2)CCC(=O)N3)ccc1Cl	/	2	-11
CCOCc1ccc(C(=O)O)o1	/	10	-4
O=C(NCCCNC(=O)[C@H]1CCCN1C(=O)c1cccs1)c1ccc(F)cc1	-7	12	-4
O=C(CCS(=O)(=O)Cc1ccccc1)n1nnc2ccccc21	/	-10	-1
Cn1c(Sc2ncc(-c3ccc(F)cc3)[nH]2)c(C#N)c(=O)n(C)c1=O	-5	-2	-4
c1ccc2c(-n3cnnc3CN3CCOCC3)cccc2c1	-12	10	-5
COc1cccc(NC(=O)N2CCSC23C(=O)N(Cc2ccccc2Cl)c2ccc(F)cc23)c1 (stereo not given)	-3	2	0
COCC(=O)N1CCCN(c2nc(Cc3ccccc3)nc3c2cnn3-c2ccccc2)CC1	-5	9	-3
O=C(NCCCO)C1CCCCC1C(=O)N1CCc2c([nH]c3ccccc23)C1 (stereo not given)	/	-15	-4
Cc1ccc(NC(=O)N(CCN(C)C)Cc2ccc(Br)cc2)cc1F	/	1	-12
c1csc(CNCC2CCCO2)c1 (stereo not given)	/	9	-6
O=C(CSc1nc(=O)n(CCCN2CCOCC2)c2c1CCCC2)Nc1ccc(F)cc1F	-7	-4	-9
COc1ccc(N(C)S(=O)(=O)c2ccc(OC)c(N3CCN(S(=O)(=O)c4ccc(F)c(Cl)c4)CC3)c2)cc1	-4	20	-2
CCOc1ccccc1-n1nnc(C(=O)OC)c1C(=O)OC	-4	8	-10
Cn1nc(CC(C)(C)C)cc1NC(=O)C1CCOCC1	/	1	-3
Cc1cc(NC(=O)c2ccco2)sc1C(=O)N1CCOC(C)C1 (stereo not given)	/	1	-16
O=C(NCc1cccs1)C1(c2ccccc2)CCC1	-9	-1	-15
CCc1nc2ccc(C(=O)NCc3ccc4c(c3)OCO4)cn2c1N(C)C(=O)c1ccncc1	-3	22	-6
Cc1cccc(-n2nnnc2SC2CCS(=O)(=O)CC2)c1	/	-9	-5
CCOC(=O)CC1=NN(c2ccccc2)C(=O)/C1=C\c1ccc(OCC)cc1	4	-6	1
CC1CC(C)(C)CC2(C1)NC(=O)N(CC(=O)OCC(=O)c1ccc[nH]1)C2=O (stereo not given)	-5	0	-4
Cc1ccccc1-c1ccccc1C(=O)N1CCOC(C(F)(F)F)C1 (stereo not given)	-8	1	-3
NC(=O)c1nc(-c2ccco2)nc2c1[nH]c(=O)n2-c1ccc(Cl)cc1	/	1	9
CN1CCC(N(Cc2ccncc2)Cc2cncn2C)CC1	/	15	-11
Cc1nc(C(C)C)sc1C(=O)NCC1CCN(c2cnn(C)c(=O)c2)C1 (stereo not given)	0	0	-5
COCCCN(Cc1c(-c2ccccc2)noc1N(C)C1CCCCC1)C(=O)c1cccs1	-6	9	-2
N#Cc1c(O)c2c3c(sc2[nH]c1=O)CCCC3	33	3	9
Cc1ccnc(Nc2nc(-c3c(C)nc4ccccn34)cs2)c1	-3	-10	2
COc1ccc(CNC(=O)Cn2nc3c(c2NC(=O)COc2ccc(Cl)cc2)CSC3)cc1	-1	-5	5
COc1cccc(-c2[nH]cnc2-c2ccccc2)c1OC	/	0	-5
COc1ccc(-c2cc(C(=O)NC(C)CCc3ccccc3)n(-c3ccc(F)cc3)n2)c(OC)c1 (stereo not given)	-6	-3	-16
CC(C)(C)c1ccc(COc2coc(CN3CCN(S(=O)(=O)c4ccc(Br)cc4OC(F)(F)F)CC3)cc2=O)cc1	-8	25	-9
CC(=O)c1cccc(NC(=O)Nc2cn(C)c3ccccc23)c1	-10	3	-11
NC(=O)c1ccc(NC(=O)Cn2cc(OCc3ccccc3F)c(=O)cc2CO)cc1	-7	0	-9
CC(=O)[C@@H]1[C@@H](c2cccc(I)c2)C(C#N)(C#N)[C@H]2C=Cc3ccccc3N12	/	3	-3
COCCNC(=O)c1nn(-c2ccc(Cl)cc2)c(=O)n(C(C)c2ccccc2)c1=O (stereo not given)	-5	13	-6
CCCCC(=O)Nc1cc(-c2cn3cccnc3n2)ccc1C	/	3	8
COc1ccc2oc(=O)c(-c3csc(Nc4ccc(C)cc4)n3)cc2c1	-3	2	-3
C=CCN(Cc1nccn1Cc1ccc(Cl)cc1Cl)C(=O)c1cccs1	-7	24	-9
CC(C)c1nccn1CCCNC(=O)C1(N)CC1	-5	-3	4
CCNC(=O)[C@@H]1C[C@H](N)CN1S(=O)(=O)c1ccc(-c2ccno2)o1	/	16	-11
CCN(CC)CCCNC1=NCC(C)S1 (stereo not given)	/	-8	-17
O=C(NCc1cccc(F)c1)N1CCC2(CC1)OCCc1c2[nH]c2ccccc12	-4	14	-6
COc1ccccc1NC(=O)N(Cc1ccccc1F)CC1CC(c2ccc(F)cc2)=NO1 (stereo not given)	-5	18	-3
C=C(C)CN1CCN(c2nc3c(c(=O)[nH]c(=O)n3C)n2Cc2ccc(C)cc2)CC1	/	-2	2
COCCCN(CC(=O)N1CCc2sccc2C1c1ccc(Cl)cc1Cl)C(=O)COc1ccc(Cl)cc1 (stereo not given)	-4	-1	-12
